S100A4 inh HTS = blocks human S100A4 binding to myosin IIA peptide; inhibition, % at 10.7 µM; P26447; S100A4/TAMRA-MyoIIA peptide fluorescence polarization; 360,000 compounds, 0.14% hits;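 active = mean inhibition of at least 70% across replicates, with every replicate also reaching that level; inconclusive = mean inhibition reaches 70% but some replicates fall short; inactive = mean inhibition below 70%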
Target sequence (P26447 whole entry, looked up): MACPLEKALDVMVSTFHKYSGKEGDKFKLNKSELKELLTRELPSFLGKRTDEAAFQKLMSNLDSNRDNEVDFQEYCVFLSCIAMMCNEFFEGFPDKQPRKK
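assay system = human S100A4 monomer with TAMRA-labelled myosin IIA peptide | also added = labelled myosin peptide probe, 5 nM | incubation = 5 min between mix addition and reading | control set = DMSO and TFP controls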
SIRT5 inh = inhibitors of human sirtuin-5 desuccinylase; Q9NXA8; Purified SirT5, succinyl-peptide AMC, trypsin-coupled fluorescence; inhibition, % at 15 µM; 330,000 compounds, 1.1% hits; AID 652115; in the data active = inhibition above about 15%; inconclusive = no clear call, values can overlap the other calls
ERAP1 HTS inh = blocks human ERAP1 aminopeptidase activity | Q9NZ08 | recombinant ERAP1, Leu-AMC fluorescence, 60 min | inhibition, % at 10.7 µM | 340,000 compounds, 0.15% hits | AID 652197;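 active = mean replicate inhibition of at least 30%, or all replicates individually reaching that 30% level; inactive = mean below 30% and not every replicate reaching it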;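 also: 0% = neutral control wells and 100% = L-leucinethiol positive control wells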
Target sequence (Q9NZ08 whole entry, looked up): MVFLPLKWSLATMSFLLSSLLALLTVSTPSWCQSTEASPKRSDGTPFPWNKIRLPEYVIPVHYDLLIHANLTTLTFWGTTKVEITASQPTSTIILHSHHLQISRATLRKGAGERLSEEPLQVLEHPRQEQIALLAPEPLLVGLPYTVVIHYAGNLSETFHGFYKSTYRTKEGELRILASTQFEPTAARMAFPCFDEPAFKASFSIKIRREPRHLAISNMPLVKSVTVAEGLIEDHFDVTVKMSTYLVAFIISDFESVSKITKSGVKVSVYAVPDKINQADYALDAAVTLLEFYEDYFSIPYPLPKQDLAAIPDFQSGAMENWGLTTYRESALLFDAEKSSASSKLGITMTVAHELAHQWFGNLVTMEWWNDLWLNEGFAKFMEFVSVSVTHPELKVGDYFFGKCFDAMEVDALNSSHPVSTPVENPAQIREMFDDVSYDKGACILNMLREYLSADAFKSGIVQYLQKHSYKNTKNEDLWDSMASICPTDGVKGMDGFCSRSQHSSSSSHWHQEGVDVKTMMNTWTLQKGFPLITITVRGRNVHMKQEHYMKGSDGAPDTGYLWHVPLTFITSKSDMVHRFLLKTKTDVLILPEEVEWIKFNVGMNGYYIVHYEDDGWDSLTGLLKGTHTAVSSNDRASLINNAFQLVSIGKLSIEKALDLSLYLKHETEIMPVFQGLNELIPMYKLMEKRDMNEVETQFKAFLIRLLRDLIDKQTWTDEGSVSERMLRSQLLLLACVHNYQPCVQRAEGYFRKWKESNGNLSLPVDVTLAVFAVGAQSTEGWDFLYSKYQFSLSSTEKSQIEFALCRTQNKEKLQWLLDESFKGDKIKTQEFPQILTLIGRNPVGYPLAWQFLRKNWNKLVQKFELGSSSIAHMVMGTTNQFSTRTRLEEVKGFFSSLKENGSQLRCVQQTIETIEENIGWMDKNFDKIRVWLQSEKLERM
Statin myotox sup = suppressors of simvastatin-induced myotoxicity in C2C12 myotubes | rescue of ATP level, % at 7.49 µM | ATP luminescence, 48 h; scaled: DMSO 0, geranylgeraniol control 100 | 330,000 compounds, 0.78% hits;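 active = mean ATP rescue above about 67%, or every replicate alone reaching that limit, limit read from the data, passing the limit was not always enough; inconclusive = no clear call, values can overlap the other calls; inactive = mean under the limit and some replicate under it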;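 also: myotubes were challenged with 10 µM simvastatin during compound exposure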
PGC1a acetyl inh = modulators of PGC1a acetylation; U2OS PGC1a acetylation, AlphaScreen anti-acetyl-lysine; with virally co-expressed GCN5 acetyltransferase; AID 651687; inhibition, % at 15.6 µM; 350,000 compounds, 0.17% hits;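 active = every replicate shows inhibition of at least 40%; inconclusive = mean inhibition at least 40% but some replicate below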;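 also: 0% = neutral control wells and 100% = positive control wells; some results beyond the cut were filed as inactive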
Cneo AK release = Cryptococcus neoformans lysis via adenylate kinase release. C. neoformans lysis, adenylate kinase release luminescence, 4 h; normalised: neutral wells 0, clomiphene wells 100. lysis activity, % at 15 µM. AID 651654. 360,000 compounds, 0.2% hits;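 active = mean lysis activity across replicates of at least 80%, whatever share of replicates individually reach that level; inactive = mean lysis activity below 80%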
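Assay system: C. neoformans cells. Amount: yeast cell density of 5 × 10^6 cells/mL. Technique: AK luminescence. Buffer or medium: YPD. Times: static 4 h at 37 °C with compound, 1 h detection. Dosing: single-point compound dose. Read-out: lysis from increased AK signal.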
LGR2 antag = Drosophila LGR2 receptor signaling inhibition; HEK293 LGR2, CRE-luciferase, bursicon-stimulated, 4 h; inhibition, % at 9.99 µM; 380,000 compounds, 0.35% hits;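 active = drop in luminescence signal, shown as inhibition above about 50% in the replicate tests, limit read from the data, passing the limit was not always enough; inconclusive = probably only some replicates passing the limit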;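 also: agonist challenge used bursicon conditioned medium at about half maximal strength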
XiGFP reactiv = reactivates the inactive X chromosome in mouse fibroblasts; XiGFP mouse fibroblasts, % GFP-positive cells imaging, 3 d; cells co-treated with 5-aza-dC sensitizer; scaled so ellipticine positive control = 100%; activation, % at 7.58 µM; 360,000 compounds, 0.055% hits; AID 743238;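 active = mean normalized replicate activation at least 10% and every replicate at or above 10%; inconclusive = only one of the two criteria met; inactive = mean below 10% and not all replicates reach 10%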;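 also: 0% = median of on-plate neutral control wells and 100% = ellipticine 6 µM median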
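Schedule: 3 d treatment, 15 min room-temperature fixation; system: 68-5-11 XiGFP fibroblast line; buffer or medium: DMEM plus 5-aza-dC sensitizer; control set: ellipticine 6 µM positive control; compound: one concentration, pinned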
Active calls of the source: *; ? = inconclusive; · = no result given. This is a subset; rates above refer to the full screens.

SMILES | S100A4 inh HTS | SIRT5 inh | ERAP1 HTS inh | Statin myotox sup | PGC1a acetyl inh | Cneo AK release | LGR2 antag | XiGFP reactiv
COc1ccc(C2=NOC(CNC(=O)c3ccccc3Br)C2)c(OC)c1 (configuration not stated) | -3.1 | -0.1 | · | · | 3.9 | -0.5 | -5.7 | 0.2
Cc1cc(C(=O)OCC(=O)Nc2ccc(F)cc2F)c(C)o1 | -0.8 | 4.7 | 4.2 | 5.0 | 6.2 | -1.7 | -1.2 | ·
O=C(C1CCC(CNc2c(N3CCOCC3)c(=O)c2=O)CC1)N1CCN(c2ccccc2)CC1 (configuration not stated) | -14.4 | 3.2 | 4.9 | 2.4 | 8.6 | 1.4 | 1.6 | 0.1
C[C@@H]1CCCCO[C@H](CN(C)Cc2ccc(C(=O)O)cc2)[C@@H](C)CN([C@H](C)CO)C(=O)c2cc(NC(=O)Nc3ccc4c(c3)OCO4)ccc2O1 | 20.4 | 9.9 | -0.7 | · | 9.9 | 42.5 | 0.1 | -0.9
COC(=O)[C@]12C[C@H](CC(=O)N3CCCCC3)C(=O)N(Cc3ccc4c(c3)OCO4)C1=C[C@H](C(C)(C)C)O[C@@H]2C | 10.5 | · | 1.7 | · | · | · | 11.6 | 0.0
CCOC(=O)Cc1csc(NC(=O)c2ccc(S(=O)(=O)N3CCOCC3)cc2)n1 | 1.0 | 4.5 | -0.9 | · | · | · | -13.3 | 0.1
O=[N+]([O-])c1ccc(S(=O)(=O)CC(CN2CCCCC2)N2CCCCC2)cc1 (configuration not stated) | 2.6 | 5.7 | -5.8 | · | -4.9 | · | · | 0.0
O=C(NC(O)C(=O)c1ccccc1)c1ccc(F)cc1 (configuration not stated) | -1.0 | 0.8 | -4.3 | 1.1 | · | 3.5 | 5.9 | 0.2
O=C(CC(NC(=O)OCc1ccccc1)C(=O)OCc1ccccc1)OCc1ccccc1 (configuration not stated) | -1.5 | · | 3.1 | 6.6 | -3.6 | · | -39.5 | -0.1
CCOc1ccc(Cn2nnc(C(=O)NCc3ccc(OC)cc3)c2N)cc1 | -1.4 | -3.7 | -1.1 | 3.2 | -15.1 | 1.9 | -16.7 | 0.1
Cc1cccc(C(C)C)c1NS(=O)(=O)c1cn(C)nc1C | 6.3 | -3.8 | -0.8 | · | 3.2 | -1.2 | 3.8 | 0.2
Cc1nc(C)n(C(Oc2ccc(Cl)cc2Cl)C(=O)C(C)(C)C)n1 (configuration not stated) | -2.1 | 3.0 | 1.6 | -2.2 | 2.1 | 5.4 | 11.9 | 0.2
CCC1CCCCN1CC(C)(C)NS(=O)(=O)c1ccccc1 (configuration not stated) | 3.4 | 0.0 | -3.5 | -0.9 | -3.4 | -2.6 | -1.5 | -0.1
CC1C(=O)N2CCCc3cc(S(=O)(=O)N4CCN(c5ccc(F)cc5)CC4)cc1c32 (configuration not stated) | -0.4 | -0.1 | 2.5 | 0.3 | -8.5 | -1.5 | -1.2 | 0.0
CCC(=O)N1C[C@H](C)[C@H](OC)CN(C)C(=O)c2ccc(NC(=O)c3ccc(F)cc3)cc2OC[C@H]1C | 12.6 | -1.7 | -1.2 | 11.7 | 1.7 | 2.8 | -0.1 | 0.2
CNC[C@H]1OCCCC[C@@H](C)Oc2ccc(NC(=O)CCCN(C)C)cc2C(=O)N([C@H](C)CO)C[C@@H]1C | -17.3 | 10.2 | -4.2 | -1.6 | 7.8 | 0.0 | 2.0 | -0.8
C=CCn1c(=N)n(CC(=O)c2ccccc2)c2ccccc21 | 1.2 | 5.4 | -0.8 | -0.5 | -11.7 | -1.6 | 32.4 | 0.1
CC(=O)N1CC(=O)N2[C@H](CO)[C@H](c3ccc(-c4ccc(C(=O)N(C)C)cc4)cc3)[C@@H]2C1 | 2.0 | 0.0 | 0.1 | · | -5.8 | · | 1.9 | 0.4
O=[N+]([O-])c1cc2cccnc2c2ncccc12 | 0.8 | -1.2 | -0.7 | · | 7.9 | -1.6 | · | 0.1
O=C(c1ccc2c(c1)N(Cc1ccc(F)cc1)C(=O)CS2)N1CCOCC1 | · | · | · | 6.2 | -7.5 | 1.0 | -6.4 | ·
COCCOC(=O)c1c(C)n(C)c2ccc(OC(=O)c3ccccc3OC)cc12 | -5.5 | -2.9 | -8.1 | 4.6 | 3.4 | -0.1 | -9.4 | 0.0
O=c1c2cn(Cc3ccc(F)cc3)c3ccc(F)cc3c-2nn1Cc1ccc(F)cc1 | -5.0 | -6.3 | 0.8 | -0.2 | ? | 7.3 | -0.1 | 0.0
CC(C)N1CC(C(=O)Nc2ccc(Cl)c([N+](=O)[O-])c2)CC1=O (configuration not stated) | -13.1 | -1.1 | · | -0.7 | 16.6 | 2.4 | -9.0 | 0.4
C[C@@H]1CN([C@@H](C)CO)C(=O)Cc2cc(NS(=O)(=O)c3ccccc3)ccc2O[C@H]1CN(C)Cc1ccc(C(=O)O)cc1 | 2.5 | -0.1 | 1.2 | · | 3.3 | · | -3.4 | 1.2

The closing four compounds of the part before lead into the next.
SMILES | S100A4 inh HTS | SIRT5 inh | ERAP1 HTS inh | Statin myotox sup | PGC1a acetyl inh | Cneo AK release | LGR2 antag | XiGFP reactiv
COCCOC(=O)c1c(C)n(C)c2ccc(OC(=O)c3ccccc3OC)cc12 | -5.5 | -2.9 | -8.1 | 4.6 | 3.4 | -0.1 | -9.4 | 0.0
O=c1c2cn(Cc3ccc(F)cc3)c3ccc(F)cc3c-2nn1Cc1ccc(F)cc1 | -5.0 | -6.3 | 0.8 | -0.2 | ? | 7.3 | -0.1 | 0.0
CC(C)N1CC(C(=O)Nc2ccc(Cl)c([N+](=O)[O-])c2)CC1=O (configuration not stated) | -13.1 | -1.1 | · | -0.7 | 16.6 | 2.4 | -9.0 | 0.4
C[C@@H]1CN([C@@H](C)CO)C(=O)Cc2cc(NS(=O)(=O)c3ccccc3)ccc2O[C@H]1CN(C)Cc1ccc(C(=O)O)cc1 | 2.5 | -0.1 | 1.2 | · | 3.3 | · | -3.4 | 1.2
O=C(CSc1nc(C2CC2)nc2ccccc12)N1CCc2ccccc21 | -4.8 | -4.9 | · | -18.7 | 10.2 | -2.6 | -6.5 | -0.1
CCOC(=O)NN1C(=O)c2ccccc2NC1(C)C | -2.2 | -15.8 | 1.8 | -0.6 | · | 1.2 | 15.5 | -0.1
O=C(C[C@H]1CC[C@H]2[C@@H](COC[C@@H](O)CN2Cc2cc(F)cc(F)c2)O1)NC1CCCC1 | 60.3 | 4.6 | -2.3 | 3.6 | -3.5 | -1.9 | -3.0 | -0.1
c1ccc(SCCOCCN2CCOCC2)cc1 | 2.6 | -1.8 | -0.9 | 2.3 | -6.7 | 6.0 | -8.1 | 0.1
COc1cccc(CNc2nc3nc(C)cc(=O)n3[nH]2)c1 | · | · | · | 4.0 | -4.3 | -1.6 | 4.9 | ·
COCCCN1C(=O)c2ccc(C(=O)OCC(=O)N3CCN(c4ccccc4)CC3)cc2C1=O | 1.8 | 0.6 | 1.5 | 14.9 | -1.0 | · | 9.9 | 0.0
O=C(c1ccccc1)c1cc2cc(Cl)ccc2[nH]1 | -13.7 | -2.2 | -4.9 | -1.0 | · | 1.1 | -48.9 | 0.2
COc1cc(/C=C(\C#N)c2nn(CCO)c(N)c2C#N)cc(OC)c1OC | -7.6 | 3.9 | 0.7 | 0.2 | -1.2 | · | 8.7 | 0.0
Cc1ccc(/C=N/Nc2ncnc3nc[nH]c23)cc1 | -4.3 | 3.7 | -0.7 | 4.6 | -28.0 | · | -21.1 | 0.3
O=C(NCCO)C(F)(F)C(F)(F)C(F)(F)OC(F)(C(=O)NCCO)C(F)(F)F (configuration not stated) | -16.0 | 0.7 | -3.3 | 3.0 | 1.8 | -1.3 | -3.3 | ·
CCOC(=O)N1CCN(S(=O)(=O)c2c(C)nc3sccn3c2=O)CC1 | 1.4 | 1.1 | -6.2 | -29.1 | -0.7 | -19.5 | 16.7 | 0.3
CC(C)CC#Cc1ccc2c(c1)O[C@H](CN(C)S(C)(=O)=O)[C@@H](C)CN([C@@H](C)CO)S2(=O)=O | 6.1 | 0.7 | 3.8 | -14.0 | 8.1 | 1.5 | -17.4 | -0.5
O=C(CSC(=S)N1CCOCC1)c1ccccc1 | -1.1 | 1.9 | -2.0 | · | -7.0 | -15.8 | 69.5* | 0.3
COc1cc(C=NNc2ccccc2)ccc1OC(=O)c1ccccc1 | -29.1 | 3.6 | 4.9 | 60.4 | · | -0.3 | -3.6 | 0.1
Cc1sc2nc(C3CC3)nc(N3CCN(C(=O)c4ccccc4F)CC3)c2c1C | 0.2 | 0.4 | 0.3 | 2.8 | -17.6 | -3.3 | 14.5 | 0.0
CCOC(=O)/C=C/C(=O)OCC(=O)Nc1ccc(C)cc1 | 1.4 | -2.9 | -3.8 | · | 5.1 | · | · | 0.2
O=C(/C=C/c1ccccc1)Nc1ccc2c(c1)C(=O)NC2=O | -4.8 | -0.3 | 0.8 | 4.7 | -4.9 | -1.1 | -13.9 | 0.3
N#Cc1ccc(C2=CC(=O)C[C@H](c3ccc(Cl)cc3)C2)cc1 | -5.1 | · | · | 12.7 | · | -1.9 | 1.0 | 0.0
COc1ccc(S(=O)(=O)Nc2ccc3c(c2)C(=O)N([C@H](C)CO)C[C@H](C)[C@H](CN(C)Cc2ccc(C(=O)Nc4ccccc4N)cc2)OCCCC[C@@H](C)O3)cc1 | -2.5 | · | -0.7 | · | 11.1 | · | -0.4 | -1.1
O=c1oc(-c2ccc(O)c(O)c2)cc2cc(O)cc(O)c12 | 0.0 | · | 2.6 | -1.2 | 6.6 | -15.9 | -37.4 | ·
Cn1nc(C(F)(F)F)cc1C(=O)O | 0.4 | -2.9 | -0.7 | · | 2.7 | · | 0.6 | 0.0
CC(C)(Oc1ccc(Cl)cc1)C(=O)NC1CC1 | -2.1 | 9.3 | -0.7 | -10.5 | 1.5 | 3.6 | -7.5 | -0.3
Cc1cccc(NS(=O)(=O)c2ccc3[nH]c(=O)cc(C(=O)OC(C)C(=O)Nc4ccc([N+](=O)[O-])cc4)c3c2)c1 (configuration not stated) | -1.4 | 1.3 | -2.8 | · | · | · | -9.1 | 0.0
COc1ccccc1C1NC(=O)NC(C)=C1C(=O)OCC1CCCCC1 (configuration not stated) | 3.6 | 3.1 | -2.7 | -6.2 | -0.2 | -0.4 | 15.3 | 0.1
COCCN(CCOC)S(=O)(=O)c1ccc(C(=O)Nc2nc(-c3ccccc3)c(C(=O)c3ccccc3)s2)cc1 | 5.3 | · | 7.4 | · | 1.3 | -0.1 | 15.9 | 0.3
O=C(NCC1CCN(c2ccc(S(=O)(=O)N3CCOCC3)cc2)CC1)Nc1ccccc1 | -3.0 | -4.1 | -3.4 | -5.2 | · | 0.1 | -19.6 | 0.1
C[C@H](CO)N1C[C@H](C)[C@H](CN(C)Cc2ccccc2)Oc2ccc(NC(=O)CCC(F)(F)F)cc2CC1=O | 4.6 | -2.8 | 6.0 | 6.4 | · | -0.3 | -12.8 | -0.6

Screening data from PubChem BioAssay.
